# PfM18AAP inh – PfM18AAP enzyme inhibition | recombinant PfM18AAP, H-Glu-NHMec fluorogenic cleavage | inhibition, % at 7.35 µM | 290,000 compounds, 1.2% hits | AID 1822;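 active = inhibition above the campaign mean inhibition over all tested compounds plus 3 SD, cut at about 28% in these data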;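 note: 0% = plate median of test compound wells and 100% = 2 mM ZnCl2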
# UBC9 SUMO inh – SUMOylation inhibition; AID 2006; 290,000 compounds, 0.36% hits; inhibition, % at 35 µM; HTRF SUMOylation assay, SAE1/SAE2 + UBC9, in vitro; P63279; in the data active = inhibition above about 50%, passing the limit was not always enough; note: strong numbers were not always called active
# Target sequence (P63279 whole entry, looked up): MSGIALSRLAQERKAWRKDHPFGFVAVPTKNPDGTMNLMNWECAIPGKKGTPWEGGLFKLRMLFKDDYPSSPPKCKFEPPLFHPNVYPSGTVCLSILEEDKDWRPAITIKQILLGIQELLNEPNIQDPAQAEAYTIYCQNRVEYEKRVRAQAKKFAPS
# DNA FID counter – fluorescent intercalator displacement, NS3 helicase counter-screen | DNA fluorescent intercalator displacement, fluorescence | inhibition, % at 7.9 µM | 290,000 compounds, 0.17% hits | AID 1845; in the data active = inhibition above about 37%;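 note: 0% = vehicle and 100% = reference compound; higher means more ethidium bromide displaced from hairpin DNA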
# MEKK2mut PB1 HTS – signal of MEK5 binding to mutant human MEKK2 PB1 domain; bead flow cytometry, Alexa488-MEK5 binding to MEKK2 mutant; percent response, % at 10 µM; 290,000 compounds, 0.35% hits; AID 1530; in the data active = percent response above about 24%, passing the limit was not always enough; note: inactives centre near 1; some results filed as inactive read as strong as hits; reference of the scale not given here
# NS3 helicase inh – inhibitors of Hepatitis C virus NS3 helicase. NS3 helicase DNA unwinding, Cy5 molecular beacon fluorescence. inhibition, % at 10.9 µM. 290,000 compounds, 0.56% hits;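 active = inhibition above the mean of all tested compounds plus 3 SD, set per campaign, cut at about 35% in these data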;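 note: 0% = DMSO wells and 100% = thioflavine S control wells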
#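 Assay system: hepatitis C virus NS3 helicase domain fragment enzyme. Also added: annealed dual-labelled DNA beacon duplex, ATP-started. Timing: 1 h reaction at 25 °C, ATP-initiated. Technique: Cy5 fluorescence at 0 and 60 min, beacon hairpin quenching. Evaluation: % inhibition of unwinding. Replication: one well per compound.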
# VIM-2 inhibitor – inhibitors of Pseudomonas aeruginosa VIM-2 metallo-beta-lactamase | purified VIM-2, nitrocefin hydrolysis, epi-absorbance fluorescence | inhibition, % at 5.6 µM | 290,000 compounds, 0.89% hits | AID 1527;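 active = inhibition above the mean of all tested compounds plus 3 SD, cutoff set per screening run, cut at about 7.5% in these data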;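 note: red hydrolysis product quenches plate fluorescence so inhibitors raise well fluorescence; 0% = enzyme with DMSO and 100% = DMSO without enzyme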
# IMP-1 inhibitor – inhibitors of Pseudomonas aeruginosa IMP-1 metallo-beta-lactamase. purified IMP-1, nitrocefin hydrolysis, epi-absorbance fluorescence. inhibition, % at 5.6 µM. 290,000 compounds, 0.45% hits. AID 1556;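 active = inhibition above the mean plus 3 SD of all compounds in the same screening run, cut at about 4.5% in these data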;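 note: 0% = IMP-1 with DMSO and 100% = DMSO wells lacking enzyme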
#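 System: purified recombinant IMP-1 beta-lactamase. Medium: Zinc- and detergent-supplemented HEPES buffer, pH 7.1. Compound: one 5.6 µM dose […]. Schedule: 15 min preincubation plus 25 min reaction at 25 °C. Technique: Epi-absorbance fluorescence, 480 nm excitation, 530 nm emission.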
# MEKK2 WT-MEK5 – raises or lowers MEK5 binding to wildtype human MEKK2 PB1 domain. Q9Y2U5. bead flow cytometry, Alexa488-MEK5 binding to MEKK2 WT; actives lie on both sides. binding response (% of control), % at 10 µM. 290,000 compounds, 1.1% hits. AID 1531; in the data active = binding response below about 67% or above about 130%
# NALP1 inh – blocks the NALP1 inflammasome reconstituted in yeast; S. cerevisiae NALP1/ASC/caspase-1 growth, X-gal OD620, 72 h; inhibition, % at 10 µM; 280,000 compounds, 0.61% hits; AID 2071; in the data active = inhibition mostly above about 24%, no sharp cut-off; inactive = mostly below about 32%; note: some compounds called inactive have numbers as strong as hits
# * marks the source's active call; other numbers are inactive results; / = no result given.
SMILES,PfM18AAP inh,UBC9 SUMO inh,DNA FID counter,MEKK2mut PB1 HTS,NS3 helicase inh,VIM-2 inhibitor,IMP-1 inhibitor,MEKK2 WT-MEK5,NALP1 inh
COCCNc1oc(-c2cccs2)nc1S(=O)(=O)c1ccc(C)cc1,-2,8,-20,-5,-3,-1.2,-1.5,96,20
COc1ccc(CCN(C)CCN2C(=O)c3ccccc3C2=O)cc1OC,10,26,5,6,10,-0.4,-5.4,105,14
COc1ccc(-n2c(C)nn(CCOc3ccccc3)c2=O)cc1,-7,4,-15,-5,12,0.7,-0.6,84,-4
COc1ccc(NC(=O)C(c2ccc(C)cc2)N(C)C(=O)CNC(C)=O)cc1 (centres undefined),2,22,-11,5,1,-2.0,-3.8,100,6
CC(C)COn1c(=S)[nH]c2ccccc2c1=O,-6,-6,-4,-7,6,-4.8,-3.7,97,-9
Cc1ccc(N2CC(C(=O)NCc3nnnn3-c3ccc(C)c(C)c3)CC2=O)cc1 (centres undefined),-1,-5,-29,1,9,1.4,-2.2,104,2
CC(=O)Nc1cccc(Oc2nc(C(F)(F)F)nc3ccccc23)c1,1,-3,-23,2,1,14*,-3.6,105,-35
COC(=O)C(NS(=O)(=O)c1ccc(N2CCCC2=O)cc1)c1ccccc1 (centres undefined),-4,7,-16,5,5,-2.9,-0.7,113,13
Cc1ccc(C(=O)NCCNC(=O)c2ccc(C)o2)o1,-1,-2,-3,3,0,0.2,1.5,109,11
O=C1CC(c2ccc(S(=O)(=O)N3CCN(c4ccccc4)CC3)cc2)CN1 (centres undefined),-2,-6,-3,3,0,0.0,-3.5,106,2
Cc1ccc(NC(=O)Cn2nc(-c3ccco3)ccc2=O)cc1Cl,-18,19,-23,-4,34,-4.2,-4.0,93,12
Cc1nc(C(=O)NC(C)C)nn1-c1cc(Cl)cc(Cl)c1,2,8,-8,-6,-6,-2.0,-2.9,89,0
CCCn1cnc2c(N)c(C)c(C)cc21,1,-14,4,-6,-2,-2.2,-2.1,92,37
Cc1cc(C(=O)Nc2nc3ccc(S(C)(=O)=O)cc3s2)c(C)o1,2,16,-13,5,3,-0.4,-4.6,101,24
Cc1ccc(S(=O)(=O)n2nc(-c3ccc(Cl)cc3)nc2NCc2ccco2)cc1,3,7,-4,2,-5,-1.5,-2.2,103,13
CC/C=C/C(=O)N1CC2(CC(c3cccc(NC(=O)CCCCC)c3)=NO2)C[C@H]1C(N)=O (some centres undefined),/,9,/,9,/,/,/,97,3
O=C1C=C(N(CCO)CCO)C2(CCCCC2)O1,-1,-5,-5,-6,-9,-1.8,-1.3,90,6
CCNc1nc(NC(C)C)nc(NS(=O)(=O)c2ccc(C)cc2)n1,-12,17,-42,6,2,-0.7,0.1,107,13
O=C(CN(C(=O)c1csnn1)c1ccccc1Cl)NC1CCCCC1,2,0,-13,2,9,-2.5,-4.4,96,15
COc1cc(C2C3=C(CCCC3=O)Nc3[nH]n(-c4ccccc4)c(=O)c32)ccc1O (centres undefined),4,13,-2,3,-4,-5.2,-3.5,100,18
Cc1cc(C)c(S(C)(=O)=O)c(S(=O)(=O)c2ccc(Cl)cc2)n1,5,-19,-5,7,6,-2.4,-2.7,104,-17
O=C(CSc1nnc(-c2ccccc2)n1-c1ccccc1)c1cccs1,1,27,-26,/,-8,-0.9,-4.1,/,13
C=CCNC(=S)/N=c1/ccccn1CCC,6,9,-4,-31,5,3.1,-1.5,82,20
O=C(NNC1=NCCCCC1)Nc1ccc(Cl)cc1,3,10,-4,-3,10,-1.1,-2.5,98,11
CC(C)(C)c1ccc(/C=C/C(=O)Nc2ncccn2)cc1,-4,11,-13,-2,-2,-5.2,-2.4,99,28
CC1CCc2sc3nc(N4CCN(CCO)CC4)n4ncnc4c3c2C1 (centres undefined),-5,18,5,-7,-10,4.1,-2.1,96,10
c1ccc(CCc2nc(-c3ccc(-n4cccc4)cc3)no2)cc1,-8,8,-2,5,9,-4.5,-3.3,111,0
O=C(NC1CCCCC1)C(c1ccc2ncccc2c1)N(Cc1ccccc1)C(=O)c1cccs1 (centres undefined),-12,-1,-15,-12,21,1.9,2.1,84,35
Cc1ccsc1C(=O)N/N=C/c1ccc2c(c1)OCO2,-8,14,-6,2,3,-4.7,-2.6,97,18
COc1cc(C)c(C)cc1S(=O)(=O)n1c(C)nc2ccccc21,0,7,-20,2,-13,-1.7,-2.4,106,20
O=C(NCc1ccccn1)C(=O)NCC(c1ccco1)N1CCN(c2ccc(F)cc2)CC1 (centres undefined),6,4,-26,6,-3,-4.6,-3.1,113,19
CCOc1ccc(-n2c(SC(C)C(=O)OC)nc3c(c2=O)SCC3)cc1 (centres undefined),-2,/,-27,7,-4,-3.1,-1.6,105,/
CCc1nccn1S(=O)(=O)c1ccccc1[N+](=O)[O-],-5,6,-1,18,5,-0.8,-5.9,103,15
COc1cc(CNCc2ccc(C(=O)O)cc2)ccc1OCc1ccc(F)cc1,-8,0,-10,-1,-11,0.4,-0.8,100,22
Cc1cc(C)c2nc(N3CCC(C(=O)NCCCN4CCCC4=O)CC3)sc2c1,2,2,-47,-3,-5,-1.6,-0.7,92,4
C=CCn1c(SCc2csc(-c3ccc(Cl)cc3)n2)nnc1-c1ccccc1OC,2,-5,-22,11,-12,-0.1,-4.0,95,25
COC(=O)c1cc(C#N)c(NCc2ccccc2)nc1C,-6,-4,-4,16,-4,-0.8,-2.4,100,34
CCC(C)NC(=O)CSc1nnc(-c2cc(-c3cccs3)nc3ccccc23)o1 (centres undefined),4,2,-7,1,-2,-1.9,-1.4,97,0
COc1cccc2c1OCC/C2=N\NC(=O)COc1ccccc1C,4,14,-24,-2,-1,-4.5,-2.3,97,20
CC(=O)c1ccc(N(C(=O)c2ccco2)C(C(=O)NC2CCCC2)c2cccs2)cc1 (centres undefined),-8,-7,-22,-4,9,0.0,0.5,97,17
COC(=O)/C(C#N)=C/c1c[nH]c2ccccc12,-6,-7,1,4,-2,-1.9,-2.8,102,-1
CCCCNC(=O)c1onc(CSc2ccccc2F)c1C(=O)O,6,13,-14,6,10,-1.9,-2.6,102,11
O=c1c2[nH]cnc2n(-c2cccc(F)c2)c(=O)n1Cc1ccccc1,3,11,-11,2,-3,-4.6,-2.3,103,9
CC(C)CCn1c2ccccc2c2cc(CC(N)=O)ccc21,-2,0,-26,0,-14,-3.6,-1.7,96,3
CCCCCNC(=O)C1CC=CCC1C(=O)O (centres undefined),1,3,1,4,-3,-2.4,-2.9,100,-3
Cc1cc(C(=O)CN2CCC(C)CC2)c(C)n1-c1ccc(F)cc1,1,-13,11,23,9,-3.4,-4.3,118,29
O=C1C(=O)N(c2nccs2)C(c2ccccc2)/C1=C(\O)c1ccc2c(c1)OCCO2 (centres undefined),4,16,-13,-5,33,3.7,2.0,95,16
O=C(Nc1ccc2c(c1)oc1ccccc12)N1CCOCC1,4,-2,-8,2,-2,-1.1,0.8,105,13
Cc1cccc(C)c1NC(=O)Cc1cccs1,5,7,-3,7,9,-1.3,-2.6,103,19
Cc1cccc(-c2nc(-c3ccncc3)no2)c1,-11,14,-22,4,24,-0.6,-3.5,105,18
Nc1ccc(C(=O)c2ccccc2C(=O)O)cc1Cl,-4,7,-1,-2,9,4.0,-2.8,90,11
CCC(=O)Nc1ccc(Cl)c(NC(=O)c2ccc(Br)o2)c1,-2,-9,-7,4,-2,-0.5,0.0,99,9
O=C(CN1C(=O)C2CC=C(Cl)CC2C1=O)N1CCOCC1 (centres undefined),-1,4,-3,7,-3,-1.2,-1.3,102,2
CCOC(=O)/C=C1\NC(C)(C)Cc2cc(OC)c(O)cc21,4,-4,-3,-2,2,1.4,-2.8,94,23
Cc1ccc(-n2c(SCC(=O)NCc3ccco3)nc3nc4c(cc3c2=O)COC(C)(C)C4)cc1,1,24,-31,/,6,-1.8,-2.2,/,24
COc1ccc(Br)cc1/C=N/n1c(C)nc2ccccc2c1=O,0,-2,-14,0,-12,-0.7,-3.0,95,16
Cc1ccccc1OCc1nc(-c2ccc(NC(=O)c3cccs3)cc2)no1,-3,12,1,-1,3,-1.3,-0.9,99,30
O=C(O)c1cccc(S(=O)(=O)N(Cc2ccccc2)c2ccc(Cl)cc2)c1,-13,11,-7,2,-7,3.3,-0.3,105,26
COC(=O)c1ccc(COc2ccc(C)c(C)c2)o1,-4,-4,-11,0,3,-0.5,-2.2,102,28
Nc1nn2c(C(F)(F)F)cc(=O)[nH]c2c1N=Nc1cccc(F)c1,-5,23,-6,-5,5,-3.9,-5.4,94,-9

# (cont.)
SMILES,PfM18AAP inh,UBC9 SUMO inh,DNA FID counter,MEKK2mut PB1 HTS,NS3 helicase inh,VIM-2 inhibitor,IMP-1 inhibitor,MEKK2 WT-MEK5,NALP1 inh
COc1cccc(C(=O)NC2CCNCC2)c1,0,8,-5,1,-3,-1.4,-2.6,99,0
O=c1nc(Nc2ccccc2)oc2ccccc12,-3,-1,-1,9,-1,-0.8,-2.7,107,/
CCN(CC)CCC(=O)N1c2ccccc2Sc2ccc(NC(=O)OC)cc21,10,11,-1,7,-16,0.2,-2.8,108,4
Cc1nc(-c2ccccn2)nc(SCC(=O)N2CCOCC2)c1Cl,4,-4,-8,29,0,4.8,-4.6,114,/
COc1ccc(/C=C(/NC(=O)c2ccco2)C(=O)Nc2cccc(C(=O)O)c2)cc1,4,-6,-7,1,2,-2.5,-3.4,103,16
Cc1ccn2cc(CNS(=O)(=O)c3cccs3)nc2c1,-2,-5,-2,-13,0,-0.3,-0.5,94,/
COc1ccc(NC(=O)CCCn2nc(C)c3c(C)n(-c4ccccc4)nc3c2=O)cc1,-1,-1,-43,2,-2,0.2,-0.7,100,13
COc1ccc(NC(=O)CSc2nnnn2-c2ccc(OC)cc2)cc1,1,4,-9,/,-6,-0.7,-3.3,/,-16
CCN1C(=O)c2cccc3c(S(=O)(=O)Nc4c(C)n(C)n(-c5ccccc5)c4=O)ccc1c23,-4,15,-23,-3,-5,-1.8,1.0,96,4
O=C(c1nn2c(C(F)(F)F)cc(-c3ccccc3)nc2c1Cl)N1CCOCC1,1,28,-13,2,2,2.3,-3.0,103,22
COCCN(C(=O)CCC(=O)Nc1cc(C)on1)C(C(=O)NC1CCCC1)c1ccccc1C (centres undefined),5,7,-17,-4,-9,-2.2,-0.6,93,6

# A draw from above in order of number of heavy atoms, low to high:
SMILES,PfM18AAP inh,UBC9 SUMO inh,DNA FID counter,MEKK2mut PB1 HTS,NS3 helicase inh,VIM-2 inhibitor,IMP-1 inhibitor,MEKK2 WT-MEK5,NALP1 inh
Cc1ccn2cc(CNS(=O)(=O)c3cccs3)nc2c1,-2,-5,-2,-13,0,-0.3,-0.5,94,/
Cc1nc(-c2ccccn2)nc(SCC(=O)N2CCOCC2)c1Cl,4,-4,-8,29,0,4.8,-4.6,114,/
CCN1C(=O)c2cccc3c(S(=O)(=O)Nc4c(C)n(C)n(-c5ccccc5)c4=O)ccc1c23,-4,15,-23,-3,-5,-1.8,1.0,96,4
COCCN(C(=O)CCC(=O)Nc1cc(C)on1)C(C(=O)NC1CCCC1)c1ccccc1C (centres undefined),5,7,-17,-4,-9,-2.2,-0.6,93,6

# Screening data deposited in PubChem by several laboratories.
